# Screening data as filed in PubChem BioAssay.
# MCF10A rereplic – inducers of DNA re-replication in MCF 10A breast cells; MCF 10A DNA re-replication, Hoechst nuclear intensity, 48 h; Potency, µM (series often up to 46.1 µM), for inactives: top-dose activity, positive = re-replication, actives largely listed as activators; 2.9% of 350,000 active; also: potency is read from the fitted curve at half-maximal effect; % of control where 0% means no effect; nearly all actives have a fitted effect of over 50% in size
# S2 tox – viability counter-screen for ATXN expression inhibitors; S2 cells (HEK-293 line with an ATXN2-luciferase reporter) viability, CellTiter-Fluor protease fluorescence, 24 h; AID 651635; Potency, µM (doses to about 56.7 µM), usual class: cytotoxic; 0.49% of 400,000 active; also: potency is read from the fitted curve at half-maximal effect; nearly all actives have a fitted effect of over 40% in size
# HT1080-NT tox – kills 2HG-producing HT-1080-NT fibrosarcoma cells. HT-1080-NT fibrosarcoma viability, CellTiter-Glo ATP luminescence, 48 h. Potency, µM (doses to about 46.1 µM), without a hit: top-dose activity, negative = less viability, most hits filed as cytotoxic. 1.6% of 360,000 active;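 also: NT is the 2HG producing partner of a matched IDH1 knockdown line; potency is read from the fitted curve at half-maximal effect; 0% = DMSO-treated cells and -100% = media-only wells without cells; nearly all actives have a fitted effect of over 55% in size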
#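 Read-out is CellTiter-Glo luminescence after 10 minutes at room temperature, following 48 hours' compound treatment of HT-1080-NT cells (750 cells/well, RPMI, 5% FBS, 37 degrees C).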
# HT1080 IDH1KD tx – HT-1080 IDH1 knockdown cell toxicity (counter line) | HT-1080 IDH1 knockdown viability, ATP luminescence, 48 h | Potency, µM (series often up to 46.1 µM), inactives show at the highest dose activity, negative = toxicity, most hits filed as cytotoxic | 2% of 360,000 active;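 also: potency is read from the fitted curve at half-maximal effect; 0% = DMSO wells and -100% = cell-free medium wells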
#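 In this qHTS, HT-1080 cells depleted of IDH1 are exposed for 48 h at 37 °C to compound titrations. Toxicity is scored from CellTiter-Glo luminescence, with DMSO as full viability and medium alone as none.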
# IL-1B inflam inh – blocks inflammasome-driven IL-1 beta release; THP-1 LPS/ATP IL-1B secretion, AlphaLISA, 16 h; stronger effect = lower value; activity change, % at 57.5 µM; 4.7% of 360,000 active; in the data active = activity change below about -50%; inconclusive = mostly about -30% to -49%; also: % is scaled to controls: 0 for no effect and ±100 for the full control effect
#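 Secreted IL-1B measured by AlphaLISA bead assay after 16 h compound exposure of THP-1 cells; compounds (final up to 57.5 uM) added 1 h before LPS (250 ng/mL) and ATP (1.25 mM) stimulation; lower signal means less secretion.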
# ATXN2 expr inh – ATXN2 expression inhibition | HEK-293 ATXN2-luciferase reporter, luminescence, 24 h | Potency, µM (doses to about 57 µM), inactives show top-dose activity change, negative = inhibition, hits mostly inhibitors | 0.72% of 360,000 active | AID 1745845; also: potency is read from the fitted curve at half-maximal effect; % is scaled to controls: 0 for no effect and ±100 for the full control effect; nearly all actives have a fitted effect of over 55% in size
#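 qHTS (up to 57 uM final) was run with 24 h compound exposure of reporter cells at 37 °C. Each well was multiplexed: SteadyGlo luminescence measured ATXN2-luciferase expression after a fluorogenic Gly-Phe-AFC viability readout (25 uM final).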
# KB-3-1 tox – kills parental KB-3-1 adenocarcinoma cells. 1.4% of 400,000 active. Potency, µM (top dose mostly 46.1 µM), inactives show at the highest dose activity change, negative = cytotoxic, usual class: cytotoxic. KB-3-1 viability, CellTiter-Glo ATP luminescence, 72 h; also: potency is read from the fitted curve at half-maximal effect; % is scaled to controls: 0 for no effect and ±100 for the full control effect; nearly all actives have a fitted effect of over 60% in size
#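 Screening of KB-3-1 cells (DMEM, 10% FBS, phenol-red free) ran from lowest to highest compound concentration; after 72 h at 37 °C viability was read luminescently and curves fitted.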
# KB-V1 MDR tox – KB-V1 MDR subline cytotoxicity; KB-V1 MDR cells viability, CellTiter-Glo, 72 h; 3.4% of 400,000 active; Potency, µM (doses to about 46.1 µM), for the others: at the highest dose activity change, negative = cytotoxicity, hits mostly cytotoxic; AID 1347076; also: potency is read from the fitted curve at half-maximal effect; % is scaled to controls: 0 for no effect and ±100 for the full control effect; nearly all actives have a fitted effect of over 60% in size
#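 Readout: CellTiter-Glo luminescence, 10 min after addition. Cells: KB-V1 MDR subline, 72 h at 37 degrees C with compound. Analysis: corrected, normalized data fitted to concentration-effect curves.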
# SW480 rerep – induces DNA re-replication in SW480 colon adenocarcinoma cells | SW480 DNA re-replication, Hoechst DNA content imaging, 48 h | 1.8% of 340,000 active | Potency, µM (titrated, usually from 46.1 µM), for inactives: at the highest dose re-replication activation, actives largely listed as activators; also: potency is read from the fitted curve at half-maximal effect; % of control where 0% means no effect; nearly all actives have a fitted effect of over 55% in size
#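 Compounds, transferred as 23 nL by pin tool, were incubated with cells for 48 hr; DNA content per nucleus was then quantified by Hoechst staining and fluorescence plate imaging.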
# Active calls of the source: *; i = inactive; ? = inconclusive; · = no result given; & = joins results of further samples; [ ] = remark or other dose. Unless noted, calls follow the shape of the dose curve; as a rule, active = well fitted curve in the direction sought with a large enough effect; inconclusive = small, poorly fitted or top-dose-only effect, or another doubt; inactive = no such curve, though single readings can be large; an effect the other way counts as inactive or inconclusive.
Structure | MCF10A rereplic | S2 tox | HT1080-NT tox | HT1080 IDH1KD tx | IL-1B inflam inh | ATXN2 expr inh | KB-3-1 tox | KB-V1 MDR tox | SW480 rerep
COc1ccc(CN2CC(C(=O)NCCCN3CCOCC3)CC2=O)cc1 (stereo unspecified) | -1% | i | 20% | 17% | 26 | -1% | 7% | ? | -5%
COc1cccc(/C=C2\CCC(C3CCCC3)C2=O)c1OC (stereo unspecified) | ? | i | -5% | -9% | 45 | 49% | -14% | -3% | ?
COc1cc2c(cc1OC)CN(c1ccc3ccccc3n1)CC2 | ? | i | -24% | -18% | -89* | -7% | -10% | 4% | 2%
CC(C)N1C(=O)C2(OCCCO2)c2cc(Br)ccc21 | 5% | i | 0% | 0% | 17 | · | -1% | -3% | -4%
O=C(c1cc(COc2cccc3cnccc23)on1)N1CCCC(CCCO)C1 (stereo unspecified) | -23% | i | ? | ? | ? | -38% | -21% | ? | 5%
Cc1ccc(C)c(OCC(=O)O/N=C(\N)c2cccnc2)c1 | 20% | ? | -2% | 1% | -8 | 65%[activator] | -4% | 23% | 1%
Cc1ccc(NC(=S)N2CCN(C(=O)c3ccccc3)CC2)c(C)c1 | -3% | i | -2% | 2% | -12 | · | 1% | -24% | -46%[inhibitor]
O=C(O)c1cccc(Nc2nc3ccccc3nc2NS(=O)(=O)c2ccccc2)c1 | 14% | i | 1% | -1% | 20 | -5% | 3% | 25% | 1%
CCc1cc2c(=O)c(Oc3ccccc3F)c(C)oc2c(CN(C)C)c1O | 0% | i | -5% | -7% | -19 | -6% | 0% | -8% | 1%
CC(NC(=O)COC(=O)c1ccc2c(c1)OCCO2)c1ccccc1 (stereo unspecified) | 1% | i | 0% | -11% | -3 | 32% | -5% | -10% | ?
COc1ccc(OCC(=O)NNC(=O)C2CCC2)cc1 | -1% | ? | -2% | 5% | -4 | -15% | -5% | -1% | -4%
CC1CCN(C(=O)COC(=O)c2ccc(N3CCCC3=O)cc2)CC1 | 4% | i | 6% | 1% | -11 | -1% | 0% | ? | -6%

# Taken from above (2 entries):
Structure | MCF10A rereplic | S2 tox | HT1080-NT tox | HT1080 IDH1KD tx | IL-1B inflam inh | ATXN2 expr inh | KB-3-1 tox | KB-V1 MDR tox | SW480 rerep
COc1ccc(OCC(=O)NNC(=O)C2CCC2)cc1 | -1% | ? | -2% | 5% | -4 | -15% | -5% | -1% | -4%
CC1CCN(C(=O)COC(=O)c2ccc(N3CCCC3=O)cc2)CC1 | 4% | i | 6% | 1% | -11 | -1% | 0% | ? | -6%

# Carrying on:
Structure | MCF10A rereplic | S2 tox | HT1080-NT tox | HT1080 IDH1KD tx | IL-1B inflam inh | ATXN2 expr inh | KB-3-1 tox | KB-V1 MDR tox | SW480 rerep
Cc1cc(C)cc(NC(=O)CCc2c(C)nc3c4cccnc4nn3c2C)c1 | · | i | · | · | · | ? | 2% | 1% | ·
C[C@@H]1CN([C@@H](C)CO)S(=O)(=O)c2ccc(Br)cc2O[C@@H]1CN(C)C(=O)c1ccncc1 | · | i | 7% | 14% | 12 | 7% | 14% | -12% | ·
CC(C)(C)c1ccc(Oc2ccc(NC(=O)C3CC=CCC3C(=O)O)cc2)cc1 (stereo unspecified) | ? | i | ? | ? | 13 | -38% | -23% | -8% | -4%
Cn1c(=O)c2c(SCC(=O)NCc3ccc(F)cc3)nc(-c3ccccc3Cl)nc2n(C)c1=O | · | i | · | · | · | 9% | 24% | 10% | ·
O=C(O)/C=C/C(=O)Nc1ccc(S(=O)(=O)Nc2nccs2)cc1 | -3%&11% | i | ? | 17% | 13 | 2% | 0% | -2% | 2%&-3%
COc1ccc(C(=O)NCc2nnc(SCC(=O)N3CCCCCC3)o2)cc1OC | -5% | i | 9% | 4% | 9 | · | 4% | 4% | -6%
COc1ccc(C(CCNCc2ccccc2F)c2ccc(F)cc2)cc1 (stereo unspecified) | ? | i | -25% | -16% | ? | -16% | -2% | 15µM* | 14%
Cc1ccc(C(=O)N/N=C\c2cccnc2)s1 | 0% | i | 10% | 10% | -9 | 12% | 2% | 17% | 3%
COc1ccc(CCN2CC(C(=O)N(C)C3CCOCC3)CCC2=O)cc1 (stereo unspecified) | -4% | i | -4% | -16% | ? | 8% | 1% | -1% | ?
CCCCn1c(SCC(=O)c2ccccc2)nc2c(sc3ccccc32)c1=O | · | i | · | · | · | 3% | -5% | 10% | ·
O=C(O)Cc1ccc2ocnc2c1 | -6% | i | 17% | 19% | 0 | 0% | 1% | 8% | 0%
COc1ccc(N2CCN(C(=O)c3ccccc3)CC2)c([N+](=O)[O-])c1 | -1% | i | 3% | 10% | -6 | -9% | -2% | ? | -1%
CCCC(=O)Nc1nnc(/C=C/c2ccccc2)s1 | ? | i | -6% | -1% | ? | 13% | -17% | -10% | 2%
Cc1cccc(OCc2nnc(SCC(=O)Nc3sc(C)c(C)c3C#N)n2C)c1 | -2% | i | ? | ? | 23 | 1% | 3% | -3% | -27%

# Only MCF10A rereplic, KB-3-1 tox and KB-V1 MDR tox, for some of the entries so far:
structure	MCF10A rereplic	KB-3-1 tox	KB-V1 MDR tox
COc1ccc(CCN2CC(C(=O)N(C)C3CCOCC3)CCC2=O)cc1 (stereo unspecified)	-4%	1%	-1%
CCCCn1c(SCC(=O)c2ccccc2)nc2c(sc3ccccc32)c1=O	·	-5%	10%
O=C(O)Cc1ccc2ocnc2c1	-6%	1%	8%
COc1ccc(N2CCN(C(=O)c3ccccc3)CC2)c([N+](=O)[O-])c1	-1%	-2%	?

# Entries of single compounds as entered above.
# `Cc1cc(C)cc(NC(=O)CCc2c(C)nc3c4cccnc4nn3c2C)c1` is listed as MCF10A rereplic = ·; S2 tox = i; HT1080-NT tox = ·; HT1080 IDH1KD tx = ·; IL-1B inflam inh = ·; ATXN2 expr inh = ?; KB-3-1 tox = 2%; KB-V1 MDR tox = 1%; SW480 rerep = ·
# `CC(C)(C)c1ccc(Oc2ccc(NC(=O)C3CC=CCC3C(=O)O)cc2)cc1` (stereo unspecified) is listed as MCF10A rereplic = ?; S2 tox = i; HT1080-NT tox = ?; HT1080 IDH1KD tx = ?; IL-1B inflam inh = 13; ATXN2 expr inh = -38%; KB-3-1 tox = -23%; KB-V1 MDR tox = -8%; SW480 rerep = -4%
# `Cn1c(=O)c2c(SCC(=O)NCc3ccc(F)cc3)nc(-c3ccccc3Cl)nc2n(C)c1=O` is listed as MCF10A rereplic = ·; S2 tox = i; HT1080-NT tox = ·; HT1080 IDH1KD tx = ·; IL-1B inflam inh = ·; ATXN2 expr inh = 9%; KB-3-1 tox = 24%; KB-V1 MDR tox = 10%; SW480 rerep = ·
